Assay outcomes from PubChem.
KOR beta-arrestin-1: kappa opioid receptor activators – cell-based, luminescence, uHTS, primary screen (AID 1777). one-dose activation, % at 10 µM; EC50 in µM for titrated hits. KOR beta-arrestin recruitment, luminescence; higher % means a stronger effect. 280,000 tested, 0.02% active; in the data active means activation above about 50%, passing the limit was not always enough; further: a part of the inactive calls stands beside numbers as strong as those of hits
HIV peptide binding: inhibitors of HIV fusion peptide binding, primary screen, biochemical, uHTS, fluorescence dequenching (AID 1986); cell-free peptide binding, fluorescence dequenching, 30 min; higher % means a stronger effect; inhibition, % at 20 µM; hits with a dose series show IC50 in µM; 290,000 tested, 0.3% active; in the data active means inhibition mostly above about 52%, no sharp cut-off; inactive means mostly below about 76%; further: some results filed as inactive read as strong as hits
HEK293 NOD2/NF-kB: inhibition of NOD2-driven NF-kB reporter – cell-based, luminescence, uHTS, HEK293 (AID 1566); HEK293 NOD2/NF-kB luciferase reporter, luminescence; higher % means a stronger effect; one-dose inhibition, % at 4 µM; EC50 in µM for titrated hits; 290,000 tested, 0.63% active; further: many of its hits are not listed in these tables
KOR beta-arrestin-2: kappa opioid receptor blockers – cell-based, luminescence, uHTS (AID 1778). KOR beta-arrestin recruitment, luminescence, antagonist mode; higher % means a stronger effect. inhibition, % at 10 µM; hits with a dose series show IC50 in µM. 290,000 tested, 0.091% active; further: strong numbers were not always called active
NS5 inhibitors: flavivirus cap methylation enzyme inhibition – biochemical, confirmation dose response, primary screen (AID 588689); 340,000 tested, 0.3% active; inhibition, % at 25 µM, or IC50 in µM where a hit was titrated; Dengue-2 NS5 methyltransferase capping enzyme assay, biochemical; higher % means a stronger effect; in the data active means a potency from the dose series
West Nile antiviral: inhibition of WNV-induced cytopathic effect – cell-based, CPE readout (AID 1621) | West Nile virus-infected cells, CPE inhibition; higher % means a stronger effect | CPE inhibition, % at 10 µM; hits with a dose series show IC50 in µM | 290,000 tested, 0.02% active; in the data active means a potency from the dose series; further: strong numbers were not always called active
AID2073: inhibitors of Mint1-CaV2.2 protein interaction, biochemical, HTRF (AID 2073). HTRF protein-protein interaction, Mint1-CaV2.2; higher % means a stronger effect. inhibition, % at 20 µM, or IC50 in µM where a hit was titrated. 290,000 tested, 0.19% active; in the data active means inhibition mostly above about 51%, no sharp cut-off; further: some results filed as inactive read as strong as hits
Yfh1-depleted yeast: mitochondrial function rescue without frataxin homolog – Friedreich's ataxia, plus single-dose screen, dose response (AID 1465). S. cerevisiae Yfh1-off respiration, WST-1 reduction, 72 h; higher fold induction means a stronger effect. 220,000 tested, 0.074% active. fold induction at 50 µM, or EC50 in µM where a hit was titrated;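 active means fold induction of absorbance versus untreated yeast above a set limit, then at least 30% activation at any dose in follow-up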;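 further: activators that raise dye reduction in frataxin-depleted yeast; strong numbers were not always called active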
NOD1 NF-kB reporter: inhibition of NOD1-driven NF-kB reporter – cell-based, luminescence, uHTS, primary screen (AID 1578) | inhibition, % at 4 µM; hits with a dose series show EC50 in µM | NOD1-driven NF-kB luciferase reporter cells, luminescence; higher % means a stronger effect | 290,000 tested, 1% active; in the data active means inhibition mostly above about 36%, no sharp cut-off; inactive means mostly below about 34%;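 further: HEK-293T reporter cells stimulated with the NOD1 agonist gamma-tri-DAP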
NS5 inhibitors pilot replicate: second read-out of NS5 inhibitors, no call of its own (marks repeat the call); inhibition, %; measured here: pilot screen replicate inhibition
* hit, by the source's call; i = inactive; · = no result given; [ ] = another dose, or the depositor's remark. Unless noted, no stated cut-off is given here; in the data, active means inhibition above about 50%; inactive means the rest. Only part of the results is shown; count on the stated rates, not on these rows.

SMILES	KOR beta-arrestin-1	HIV peptide binding	HEK293 NOD2/NF-kB	KOR beta-arrestin-2	NS5 inhibitors	West Nile antiviral	AID2073	Yfh1-depleted yeast	NOD1 NF-kB reporter	others
COc1cc(C(=O)NC(C)C2CC3CCC2C3)cc(OC)c1OC (configuration not stated)	-4.3%	1.3%	11%	-4%[20 µM]	-9%	0.6%	-5%	·	4%
Cc1cccc(N(CC(=O)NCc2ccco2)C(=O)CCC(=O)Nc2nccs2)c1C	-3.1%	1.0%	-10%	14%	5%	-0.1%	5%	·	12%
Cc1[nH]c2ccccc2c1C(=O)CSc1ccc(Cl)cc1	0.0%	7.7%	-7%	-5%	-1%	-0.1%	17%	i	-47%
COCCOC(=O)c1c(C)n(C)c2ccc(OC(=O)c3ccco3)cc12	-1.6%	-0.9%	10%	-36%	-6%	0.2%	-1%	i	7%
CN(C)c1ccc(N=Nc2nc3ccccc3n2C)cc1	·	-6.0%	-133%	40%	4%	-0.7%	-25%	i	0%
O=[N+]([O-])c1cccc(CN2CCC(Cc3ccccc3)CC2)c1	4.4%	-0.7%	-21%	-15%[20 µM]	5%	-0.8%	-4%	·	-15%
Cc1nc(-c2ccc(NC(=O)c3ccccc3Br)cc2)cs1	-2.6%	-3.0%	-58%	-10%	1%	-1.0%	-2%	i	-42%
CCCCN(C)Cc1c(O)ccc2c(=O)c(-c3ccccc3OC)coc12	-1.6%	-0.9%	6%	-22%[20 µM]	-2%	0.1%	44%	·	-2%
Cc1csc(NC(=O)CSCC(=O)Nc2ccccc2)n1	-2.9%	-0.2%	9%	-16%	·	0.0%	-5%	i	-6%
CC(=O)NC(Cc1cccc(C)c1)C(=O)NC1CCN(c2ncccc2[N+](=O)[O-])CC1 (configuration not stated)	8.5%	0.4%	10%	5%	-5%	-0.4%	-6%	i	25%
O=c1cc(O)c2c(=O)n(-c3ccccc3)c3c(c2o1)CCCCCC3	12%	-2.3%	12%	-5%	0%	-0.2%	2%	i	0%
CCOC(=O)N1CCC(N2CCN(S(=O)(=O)c3ccc(OC)cc3)CC2)CC1	·	1.2%	-6%	-10%[20 µM]	4%	-0.6%	24%	i	-43%
O=C(c1ccc2c(=O)n(Cc3ccc4c(c3)OCO4)c(=S)[nH]c2c1)N1CCCCC1	-5.9%	-3.3%	32%	14%	-4%	0.7%	4%	i	-11%
COC(CNS(=O)(=O)c1ccc(S(=O)(=O)NC2CC2)cc1)OC	-0.2%	-1.2%	4%	-16%[20 µM]	-1%	0.1%	7%	·	-4%
O=c1c2ccccc2nc2c3ccccc3c(NCCO)nn12	2.0%	-1.6%	-4%	1%	-7%	0.4%	12%	i	-34%
CSc1ccc(C(=O)C2CCCN(C(=O)c3ccc4c(c3)OCO4)C2)cc1 (configuration not stated)	-3.6%	-1.5%	16%	2%	-9%	-1.4%	22%	·	-1%
Cc1ccc(C(=O)NC2CCN(CC(=O)NC3CCC(C)CC3)CC2)cc1 (configuration not stated)	-2.0%	-0.7%	-10%	3%	-6%	0.2%	-11%	·	-20%
COc1ccc(CC(=O)NC(=S)Nc2ccc(S(=O)(=O)NC(C)(C)C)cc2)cc1	-1.3%	-1.2%	20%	10%	1%	0.8%	-11%	i	-13%
O=C(NC1CCN(C(=O)Nc2ccccc2Cl)CC1)c1ccco1	3.9%	1.0%	17%	-32%	-6%	-0.7%	0%	·	-16%
O=C(O)c1cccc(N/N=C/c2ccc(-c3ccccc3)cc2)c1	-1.5%	48%	-149%	-4%	16%	0.1%	1%	i	4%
O=C1C(=O)N(Cc2ccccc2)C(=O)N1CCOc1ccccc1	-1.2%	-1.4%	-9%	-1%	·	-0.5%	-1%	i	-33%
O=C(O)c1ccc(N2CCN(c3ccc(Cl)cc3)CC2)c([N+](=O)[O-])c1	-25%	5.0%	29%	29%	13%	0.3%	-3%	·	7%
CCCN=Cc1sc2ccc(OCC)cc2c1O	-2.4%	4.5%	-25%	7%	3%	0.1%	-14%	i	-39%
Clc1ccc(-c2cnc(Oc3ccccc3)nc2)cc1	-2.1%	-1.9%	-103%	14%	1%	0.7%	33%	i	-37%
CSc1ccc(CN(C)C(=O)c2cc(Cl)c3c(c2)OCCO3)cc1	-1.3%	0.4%	10%	-26%	2%	-0.4%	8%	·	-24%
O=C(Nc1ccc(F)cc1)c1cc2c(s1)CCCC2	4.1%	-0.5%	-93%	6%	·	0.0%	12%	i	-2%
CCOc1cc2c(cc1/C=C/c1noc(C)c1[N+](=O)[O-])OC(C)C2 (configuration not stated)	-3.1%	98%*	5%	-10%	-27%	1.8%	21%	·	17%
O=C(Nc1nnc(-c2ccccc2)o1)Nc1ccccc1Cl	-1.2%	-1.1%	17%	-100%	-2%	·	5%	·	26%
Cc1cc(NC(=O)CCC(=O)N(Cc2ccco2)C(C(=O)NC2CCCC2)c2ccc(F)cc2)no1 (configuration not stated)	0.8%	-0.4%	-6%	-21%	-2%	-0.3%	37%	·	-15%
CC(=O)N1CCc2cc(S(=O)(=O)CCC(=O)N3CCC(C)CC3)ccc21	3.1%	1.3%	-6%	-29%	-2%	0.1%	6%	·	-6%
Clc1cccc2c1Sc1ccccc1CC2N1CCNCC1 (configuration not stated)	66%	-2.0%	-8%	24%	-1%	-2.3%	0%	i	-13%
COc1ccc(Oc2cc(C(F)(F)F)nc(N(C)C)n2)cc1	-2.6%	-0.2%	-2%	-38%[20 µM]	2%	-0.5%	-4%	i	-12%
Cc1cccc(N2CC(C(=O)OCc3ccc([N+](=O)[O-])cc3)CC2=O)c1 (configuration not stated)	0.4%	-0.7%	12%	4%[20 µM]	-2%	0.5%	-3%	i	-9%
CCCCSc1nc(C)cc(SCC(=O)N/N=C/c2ccccc2)n1	0.5%	-2.3%	6%	7%	2%	-1.1%	-4%	i	26%
CC1=C(C(=O)OCCOc2ccccc2)C(c2ccsc2)NC(=O)N1C (configuration not stated)	-3.1%	2.7%	4%	-1%	-8%	-1.9%	11%	i	26%
O=C(CCNS(=O)(=O)c1ccccc1)N1CCCC1	7.3%	-0.3%	-5%	8%	4%	0.3%	-1%	·	-16%
O=C(O)c1ccc(-n2cc(-c3cc4ccccc4oc3=O)[nH]c2=S)cc1	5.6%	24%	28%	-23%	14%	1.0%	72%	i	-7%
Cn1c(=O)c2ccccc2n(CC(=O)NCCC2=CCCCC2)c1=O	3.5%	-0.8%	-3%	-10%	-5%	-0.6%	-10%	·	-14%
CC(=O)c1cccc(NS(=O)(=O)N2CCCCC2)c1	0.7%	2.8%	-1%	15%	·	1.4%	35%	i	-8%
COc1cc(NC(=O)C2CC(=O)N(CCc3ccc(F)cc3)C2)cc(OC)c1OC (configuration not stated)	-1.2%	-1.0%	6%	14%	-2%	0.2%	6%	·	-10%
CCOc1c(O)ccc(/C=C2\SC(=S)NC2=O)c1[N+](=O)[O-]	-5.5%	52%	-69%	18%[20 µM]	53%	-0.2%	49%	i	-10%
CCOC(=O)c1cc(NC(=O)CC(C)(C)CC(=O)O)ccc1N1CCCCC1	-3.7%	-2.0%	10%	-2%	4%	0.2%	5%	i	-10%
O=[N+]([O-])c1ccc(/C=N/Nc2nc(N3CCCCC3)nc(N3CCCCC3)n2)o1	·	56%	-6%	-43%	-16%	0.1%	41%	i	3%	NS5 inhibitors pilot replicate=-11
COc1ccccc1CNS(=O)(=O)c1ccc(-n2cnnn2)c(C)c1	-2.9%	0.0%	14%	17%	-7%	-0.2%	6%	·	-8%
CCN(CC)CCN(Cc1cc2cc(C)ccc2[nH]c1=O)C(=S)NCc1ccco1	12%	2.2%	12%	30%	-6%	-0.2%	-14%	i	-6%
O=c1c2ccccc2c(=O)n(Cc2ccccc2)n1Cc1ccccc1	1.0%	1.2%	8%	27%	-4%	1.0%	13%	i	36%
CN(C)S(=O)(=O)c1cccc(C(=O)Nc2cc(Cl)ccc2O)c1	2.2%	3.8%	-6%	-2%	-5%	-0.4%	8%	i	-29%
Nn1c(SCc2ccc(F)cc2)nnc1-c1ccccn1	4.7%	1.5%	-22%	-8%	·	-0.1%	-4%	i	-4%
C/C(=N/NC(=S)Nc1cccc(C)c1)c1cccc([N+](=O)[O-])c1	·	-1.4%	·	-65%[20 µM]	-3%	-0.6%	-21%	i	·
CN1CCN(CCCN(Cc2ccco2)C(=S)Nc2ccc(Cl)cc2)CC1	-2.2%	-2.7%	0%	12%	-1%	-1.2%	-11%	i	1%
O=C(/C=C/c1ccccc1[N+](=O)[O-])NCCCn1ccnc1	-7.0%	-1.6%	5%	-12%[20 µM]	5%	0.0%	3%	i	-11%
CCN1CCCC1CNC1=NCCCCC1 (configuration not stated)	0.1%	1.4%	2%	-23%	-7%	0.4%	-3%	i	-46%
CSc1nc2ccc3nc(NC(=O)c4ccc(Cl)s4)sc3c2s1	-0.6%	2.0%	-3%	-44%	0%	0.7%	44%	i	-12%
CCOC(=O)COc1ccc(S(=O)(=O)Nc2ccc(C)cc2)cc1	2.5%	-0.8%	-1%	-21%	-3%	2.6%	-6%	i	11%
CCS(=O)(=O)c1ccc2oc(Nc3cc(C)cc(C)c3)nc2c1	-0.1%	-2.9%	14%	-16%	-8%	-0.6%	-6%	i	16%
COc1cccc(/C=N/NC(=O)c2ccc3nc[nH]c3c2)c1O	·	-3.0%	14%	18%	-15%	0.3%	0%	i	6%
CCC(=O)NCCc1nc2ccccc2n1CC(=O)c1ccccc1	5.1%	3.1%	-9%	-40%	0%	0.2%	13%	i	-16%
O=C(/C=C/c1ccccc1)c1ccoc1	-5.0%	-1.7%	16%	-24%	-14%	0.2%	3%	i	-1%
CCNC(=O)C1CCCN1S(=O)(=O)c1ccc2ccccc2c1 (configuration not stated)	-1.1%	-0.9%	-14%	6%	-3%	-0.6%	1%	·	-17%
O=C(CSCCNS(=O)(=O)c1ccccc1)Nc1ccccc1	-3.2%	-0.4%	-3%	18%	-3%	0.2%	3%	i	2%

Quoted at random: 3 records from the list, in no set order.
SMILES	KOR beta-arrestin-1	HIV peptide binding	HEK293 NOD2/NF-kB	KOR beta-arrestin-2	NS5 inhibitors	West Nile antiviral	AID2073	Yfh1-depleted yeast	NOD1 NF-kB reporter	others
CN1CCN(CCCN(Cc2ccco2)C(=S)Nc2ccc(Cl)cc2)CC1	-2.2%	-2.7%	0%	12%	-1%	-1.2%	-11%	i	1%
O=c1c2ccccc2c(=O)n(Cc2ccccc2)n1Cc1ccccc1	1.0%	1.2%	8%	27%	-4%	1.0%	13%	i	36%
CCOc1c(O)ccc(/C=C2\SC(=S)NC2=O)c1[N+](=O)[O-]	-5.5%	52%	-69%	18%[20 µM]	53%	-0.2%	49%	i	-10%

The results go on.
SMILES	KOR beta-arrestin-1	HIV peptide binding	HEK293 NOD2/NF-kB	KOR beta-arrestin-2	NS5 inhibitors	West Nile antiviral	AID2073	Yfh1-depleted yeast	NOD1 NF-kB reporter	others
O=C(Cc1ccc(Cl)c(Cl)c1)N/N=C/c1cccnc1	5.2%	0.5%	-8%	-27%	-2%	0.2%	18%	·	-20%
CC(=O)N(C)c1ccc(NC(=S)Nc2ccc(C(C)C)cc2)cc1	-2.8%	-1.1%	10%	-8%	-6%	-0.9%	0%	i	-10%
O=C(CSc1n[nH]c(-c2ccccc2Cl)n1)NCc1cccc(C(=O)O)c1	-0.4%	2.5%	0%	12%[20 µM]	2%	-0.6%	12%	i	-19%
CC(C)(C)c1ccc(Oc2cccc(C3CC(=O)C(C4NCCc5ccccc54)C(=O)C3n3cncn3)c2)cc1 (configuration not stated)	3.2%	2.3%	13%	-52%	-2%	0.1%	2%	i	8%
